Screening results (PubChem)
TDP1 cell noCPT: qHTS for Inhibitors of human tyrosyl-DNA phosphodiesterase 1 (TDP1): qHTS in cells in absence of CPT | Potency, µM (series often up to 46.2 µM), for the others: top-dose activity change, negative = growth inhibition, hits mostly inhibitors | DT40 Tdp1-/- hTDP1 cells, no CPT, ATP luminescence, 48 h | AID 686978, 2013 | actives 15% (n = 420,000); note: nearly all actives have a fitted effect of over 55% in size
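Cells were dispensed at 400 per well, compounds added by pin tool, plates incubated ≥48 hr at 37 °C, then CellTiter-Glo added for 30 min at room temperature before luminescence reading. Line: DT40 Tdp1-/- complemented with hTDP1; camptothecin omitted.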
TDP1 cell CPT: DT40-hTDP1 cell growth loss with CPT | chicken DT40 Tdp1-/-;hTDP1 cells + 20 nM CPT, ATP luminescence, 48 h | Potency, µM (top dose mostly 46.2 µM), without a hit: top-dose activity change, negative = growth inhibition, actives largely listed as inhibitors | actives 12% (n = 420,000) | AID 686979; note: nearly all actives have a fitted effect of over 55% in size
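Chicken DT40 Tdp1-/- cells complemented with human TDP1, 400 cells/well, exposed to compounds plus 20 nM camptothecin for at least 48 h at 37 C; viability read as ATP content by CellTiter-Glo luminescence.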
KAT2A inh: blocks human GCN5L2 histone acetyltransferase. Q92830. GCN5L2 HAT assay, ThioGlo1 CoA-SH fluorescence. Potency, µM (highest dose often 58.9 µM), inactives show top-dose activity change, negative = inhibition, most hits filed as inhibitors. actives 0.21% (n = 390,000)
Target sequence (Q92830 whole entry, looked up): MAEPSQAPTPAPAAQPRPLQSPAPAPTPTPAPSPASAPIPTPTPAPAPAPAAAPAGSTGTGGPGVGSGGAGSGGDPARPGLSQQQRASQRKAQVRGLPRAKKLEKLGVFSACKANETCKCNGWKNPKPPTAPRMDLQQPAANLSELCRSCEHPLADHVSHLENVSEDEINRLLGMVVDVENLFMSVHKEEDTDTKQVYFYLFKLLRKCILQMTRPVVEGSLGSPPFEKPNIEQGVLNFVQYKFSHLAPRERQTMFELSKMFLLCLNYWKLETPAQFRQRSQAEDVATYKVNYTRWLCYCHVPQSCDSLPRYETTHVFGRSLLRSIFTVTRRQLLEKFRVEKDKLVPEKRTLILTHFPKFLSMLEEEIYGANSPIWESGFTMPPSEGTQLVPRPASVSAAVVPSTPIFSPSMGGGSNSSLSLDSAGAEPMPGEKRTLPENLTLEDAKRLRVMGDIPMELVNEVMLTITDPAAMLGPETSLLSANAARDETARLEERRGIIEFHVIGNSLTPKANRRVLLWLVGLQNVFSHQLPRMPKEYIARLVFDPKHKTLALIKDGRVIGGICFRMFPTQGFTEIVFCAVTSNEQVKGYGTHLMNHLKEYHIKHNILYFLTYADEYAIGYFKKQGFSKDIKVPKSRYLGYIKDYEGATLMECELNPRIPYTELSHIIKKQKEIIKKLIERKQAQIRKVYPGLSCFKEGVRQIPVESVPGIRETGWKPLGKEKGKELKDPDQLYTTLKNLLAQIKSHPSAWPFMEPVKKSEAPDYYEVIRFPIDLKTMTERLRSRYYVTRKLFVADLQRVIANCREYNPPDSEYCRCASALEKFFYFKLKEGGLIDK
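ThioGlo1-coupled HAT assay: 20nM GCN5L2, 70uM acetyl-CoA, 75uM H3(1-25) peptide, pH 7.5. Fluorescence read at 340/540nm at start and after 20 min at room temperature.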
Starred values were filed as active, the others as inactive; ? = inconclusive; . = no result given; & = joins results of further samples; ! = repeats disagree; [ ] = dose if it differs, or a comment. Calls come from the whole dose curve; as a rule, active = well fitted curve in the direction sought with a large enough effect; inconclusive = small, poorly fitted or top-dose-only effect, or another doubt; inactive = no such curve, though single readings can be large; an effect the other way counts as inactive or inconclusive. % is set by controls: 0 for no effect and ±100 for the full control effect; potency is the fitted concentration of half-maximal effect.

Sample of the layout:
SMILES	TDP1 cell noCPT	TDP1 cell CPT	KAT2A inh
CC(OC(=O)c1ccccc1OCC(=O)Nc1ccc(Br)cc1)C(=O)NC1CCCC1 (stereo not given)	10µM*	8.9µM*	.
CC(=O)NCCCNS(=O)(=O)c1ccc(C)cc1	-4%	1%	0%
O=C(COC(=O)/C=C/c1cccs1)Nc1nc(-c2cccc(Br)c2)cs1	-23%	?	22%
CC(C)(C)C1CCC(=O)N(CCOc2ccccc2)CC1 (stereo not given)	?	?	2%
Cc1c(NC(=O)C(C)OC(=O)COc2cccc3c2OC(C)(C)C3)c(=O)n(-c2ccccc2)n1C (stereo not given)	0%	-19%	-2%
COc1ccc2c(=O)c3c(=O)n(Cc4ccco4)c(-c4ccccc4)nc3oc2c1	?	-5%	-13%
Cc1onc(-c2ccccc2Cl)c1C(=O)NCC(=O)O	11%	-11%	-5%

Main list, from the start:
SMILES	TDP1 cell noCPT	TDP1 cell CPT	KAT2A inh
CC(OC(=O)c1ccccc1OCC(=O)Nc1ccc(Br)cc1)C(=O)NC1CCCC1 (stereo not given)	10µM*	8.9µM*	.
CC(=O)NCCCNS(=O)(=O)c1ccc(C)cc1	-4%	1%	0%
O=C(COC(=O)/C=C/c1cccs1)Nc1nc(-c2cccc(Br)c2)cs1	-23%	?	22%
CC(C)(C)C1CCC(=O)N(CCOc2ccccc2)CC1 (stereo not given)	?	?	2%
Cc1c(NC(=O)C(C)OC(=O)COc2cccc3c2OC(C)(C)C3)c(=O)n(-c2ccccc2)n1C (stereo not given)	0%	-19%	-2%
COc1ccc2c(=O)c3c(=O)n(Cc4ccco4)c(-c4ccccc4)nc3oc2c1	?	-5%	-13%
Cc1onc(-c2ccccc2Cl)c1C(=O)NCC(=O)O	11%	-11%	-5%
O=C(COC(=O)/C=C/c1cccs1)Nc1ccc(F)cc1	?	-28%	2%
CCCCCCCN(c1ccccc1)[C@@H]1C[C@H]2CCCC(=O)N3CC[C@@H](C1)[C@@H]23	10µM*	12µM*	.
CC1Cc2ccccc2N1S(=O)(=O)c1nnc(NC(=O)c2ccccc2)s1 (stereo not given)	?	?	3%
CCCCC(=O)Nc1cccc(NC(=O)c2ccc(Br)cc2)c1	-23%	-27%	-7%
CC(=O)c1cccc(S(=O)(=O)N2CCC(C(=O)N(C)Cc3ccc(Cl)s3)CC2)c1	-21%	?	-3%
CC(=O)c1cnn(-c2ccc(Cl)cc2)c1C	-17%	-2%	-3%
COC(=O)c1c(C(=O)OC)c2cc(C(=O)c3ccccc3)ccn2c1Cl	?	-14%	-12%
Cn1c(CCN2CCN(c3ccccn3)CC2)nc2cc(NC(=O)COc3ccc([N+](=O)[O-])cc3)ccc21	-8%	11%	-3%
Cc1cc([N+](=O)[O-])ccc1NC(=O)/C=C/c1cccs1	?	-4%	1%
COc1ccc(C(=O)O)cc1Nc1nc2ccc(C)cc2n2cnnc12	?	-25%	-7%
COc1ccccc1N1CCN(C(=O)Cn2c(=O)oc3cc(S(=O)(=O)N4CCCC4)ccc32)CC1	?	?	-1%
CCN(CC)S(=O)(=O)c1ccc(C(=O)NCC(=O)NCCCc2ccccc2)cc1	?	-18%	-1%
Cc1ccc2sc(N3CCN(C(=O)C4COc5ccccc5O4)CC3)nc2c1C (stereo not given)	?	?	-20%
Cc1nn(Cc2ccccc2)c(C)c1NC(=O)CCCn1nc([N+](=O)[O-])cc1C	-15%	1%	-4%
CNCC(=O)Nc1ccc(OC(F)(F)F)cc1	-13%	9%	0%
O=S(=O)(c1cccc(Br)c1)N1CCN(c2ncnc3scc(-c4ccccc4)c23)CC1	?	?	.
CCc1ccc(-c2cc(C(=O)NN3CCOCC3)c3ccccc3n2)s1	?	-11%	?
COc1ccccc1C(=O)Nc1ccc(C(=O)N2CCCC2)cc1	-20%	-25%	-7%
COc1ccc(C(C(=O)NC2CCCC2)N(Cc2cccnc2)C(=O)c2snc(C(N)=O)c2N)cc1OC (stereo not given)	8%	13%	-2%
CC(=O)C[C@@H](O)CC(=O)[C@H]1OC(=O)CCCCCCc2ccccc21	-9%	?	-6%
Cc1ccc(S(=O)(=O)N2[C@@H](c3ccc(C#N)cc3)C(C(=O)O)=C[C@H]2C(C)(C)C)cc1	9%	6%	3%
C#CCN1Cc2ccccc2Oc2cc(Br)ccc2S1(=O)=O	-24%	-21%	-6%
CC(C)(C)[C@H]1COC(=O)[C@H](NC(=O)OCC2c3ccccc3-c3ccccc32)C/C=C\C[C@@H](CC(=O)N(CCO)Cc2ccccc2)C(=O)N1	23µM*	9.2µM*	-7%
CCc1ccccc1NC(=O)C(C#N)Cc1cccnc1 (stereo not given)	-4%	3%	0%
CCOC(=O)NC(Nc1ccc(C)cn1)(C(F)(F)F)C(F)(F)F	-20%	2%	1%
CCOC(=O)N1CCN(S(=O)(=O)c2ccc3c(c2)oc(=O)n3C)CC1	-20%	-19%	1%
O=C(Nc1ccc(Cl)cn1)c1cnn2c1NC(=C1CC1)C=C2C(F)F	-19%	?	.
CC1(C)CCCC2=C1CC1C(=O)N(O)C(=O)C1C2 (stereo not given)	-13%	-2%	3%
Cc1cc(O)c(C=O)c2c1C(=O)Oc1c(COC(=O)/C=C/C(=O)O)c(O)c(C(=O)O)c(C)c1O2	-16%	-5%	20µM*
COc1ccc(C=NNC(=S)Nc2ccc(F)cc2)cc1OC	2.1µM*	3.3µM*	.
COc1ccc(C(=O)N/N=C/c2ccc(OC)c(COc3ccc(F)cc3)c2)cc1	?	?	-11%
COc1ccc(NC(=O)C2(S(=O)(=O)c3ccc(C)cc3)CC2)cc1	-10%	-7%	2%
COCCCNC(=O)c1ccc(Cn2c(=O)c3cccn3c3cccnc32)cc1	?	?	-2%
COc1cccc(CNc2cc(C)ccn2)c1O	?	-22%	-9%
COc1ccc(NC(=O)Cn2nnc(-c3ccccc3NC(=O)c3ccco3)n2)cc1	2.6µM*	2.9µM*	-1%
CCCOc1ccc(C(=O)CCN2CCN(C(=O)OCC)CC2)cc1	5.2µM*	2.3µM*	-7%
Cc1cccc(NC(=S)Nc2ccc(N3CCOCC3)cc2)c1C	?	-13%	3%
Cc1cc(=O)oc2cc(NC(=O)c3c(Cl)cnn3C)ccc12	19%	2%	1%
CCOC(=O)c1c(NC(=O)C2CCN(S(=O)(=O)c3cccs3)CC2)sc(C)c1C	?	?	4%
COP(=O)(OC)OC(C(=O)c1ccccc1)c1ccc(Cl)cc1 (stereo not given)	-11%	-7%	.
CCOC(=O)C1CCCN(c2c(NCCN(CC)c3ccccc3)c(=O)c2=O)C1 (stereo not given)	-7%	-1%	-15%

An excerpt from above in order of length of the SMILES, smallest number first:
SMILES	TDP1 cell noCPT	TDP1 cell CPT	KAT2A inh
Cc1cccc(NC(=S)Nc2ccc(N3CCOCC3)cc2)c1C	?	-13%	3%
COc1ccc(NC(=O)C2(S(=O)(=O)c3ccc(C)cc3)CC2)cc1	-10%	-7%	2%
COc1ccc(NC(=O)Cn2nnc(-c3ccccc3NC(=O)c3ccco3)n2)cc1	2.6µM*	2.9µM*	-1%

(further entries)
SMILES	TDP1 cell noCPT	TDP1 cell CPT	KAT2A inh
Cc1ccc(Nc2ncccc2C(=O)O)cc1C	1%	12%	-3%&0%
CC1CC(C)CN(S(=O)(=O)c2ccc(C(=O)N3CCOCC3)cc2)C1 (stereo not given)	-26%	1%	0%
CN(Cc1ccccc1)S(=O)(=O)c1ccc(NC(=O)C2CCCCC2C(=O)O)cc1 (stereo not given)	-11%	-5%	-2%
C=CCC[C@H](Cc1ccc(F)cc1)C(=O)OC[C@@H]1CCCN1C(=O)[C@@H](CC=C)CC(=O)NCCO	21µM*	?	-1%
O=c1c2ccccc2c(C=Nc2cccc(S(=O)(=O)NC3=NCCCCC3)c2)c(O)n1Cc1ccccc1	-4%	-22%	-7%
COc1cc(C(=O)NCC(c2ccco2)N2CCCC2)ccc1OCc1ccccc1 (stereo not given)	-18%	?	3%
COc1ccccc1Nc1nc2ccc(Cl)cc2nc1-n1nc(C)cc1C	1%	-3%	-3%
Cc1cccc(NC(=O)C2Cc3ccccc3O/C2=N\O)c1 (stereo not given)	0%	-1%	-6%
COc1c(Br)cc([N+](=O)[O-])c(OC)c1C(=O)NC(=O)Nc1c(Cl)cccc1Cl	?	-24%	?
CC(CC(=O)Nc1cccc(S(=O)(=O)N2CCCCC2)c1)c1ccccc1 (stereo not given)	?	?	-19%
CN1c2ccccc2C(O)=C(C(=S)Nc2ccccc2)S1(=O)=O	26µM*	18µM*	-9%
CC(=O)Nc1ccc(N(C(=O)CNC(=O)c2ccco2)C(C(=O)NCc2ccco2)c2ccccc2F)cc1 (stereo not given)	-7%	6%	1%
O=S1(=O)CC(N2CCC(Cc3ccccc3)CC2)CN1Cc1ccccc1 (stereo not given)	?	?	.
N=C(N)c1ccc(/C=C/c2ccc(C(=N)N)cc2O)cc1	?	13µM*!	-14%&-6%
Cc1cc(C)c2sc(NC(=O)CN3C(=O)CCC3=O)nc2c1	-2%	-8%	8%
O=c1ccn([C@@H]2O[C@H](CNCc3cccc4c3sc3ccccc34)[C@@H](O)[C@H]2O)c(=O)[nH]1	-2%	8%	.
COc1ccc(S(=O)(=O)N2CCc3ccccc32)cc1C(=O)NCC(c1ccco1)N1CCCC1 (stereo not given)	?	-25%	-1%
Cc1ccc(NC(=O)CSc2ncc3ccccn23)cc1C	?	?	2%
Cc1cc(S(=O)(=O)N2CCOCC2)ccc1OCC(=O)N1CCCC1	-2%	1%	-2%
NC(=O)c1ccc(-n2nnnc2SCC(=O)NC2CCCCC2)cc1	1%	-28%	-2%
Cc1csc(NC(=O)Cc2ccccc2[N+](=O)[O-])n1	?	-3%	-4%
Cn1cc(Br)c(-c2cccc(N3C(=O)CCCC3=O)c2)n1	-2%	8%	?
O=C(Nc1ccc(N2CCOCC2)cc1)c1csc([C@@H]2C[C@H](O)[C@@H](CO)O2)n1	-19%	-14%	.
O=[N+]([O-])c1ccc2nc(SCc3cn4cc(Cl)ccc4n3)[nH]c2c1	?	-11%	32%[activator]
Cc1ccc(CN2CCC(C(=O)Nc3ccc(Oc4cccnc4)cc3)CC2)cc1	16µM*	18µM*	-18%
COc1cc(C(=O)Oc2ccccc2N)cc(OC)c1OC	-1%	-3%	-20%
CCCCOc1ccc(C(=O)N2CCN(c3ncccn3)CC2)cc1	-21%	-16%	-11%
Cc1nc(NC(=O)CSc2nccn2C)sc1C(=O)N(C)C	-9%	10%	0%
O=C1N(Cc2ccccc2)CC2(Br)COCOC12O (stereo not given)	3.3µM*	2.3µM*	.
CC1CC(C)CN(C(=O)CSc2nnc(-c3ccc(Cl)s3)o2)C1 (stereo not given)	?	?	-2%
Cc1cc(F)ccc1S(=O)(=O)Nc1ncnc2scc(-c3ccc(F)cc3)c12	?	19%	-2%
COc1ccc(COC(=O)Nc2cc3c(C(F)(F)F)nn(C)c3s2)cc1	-2%	-4%	-19%
O=C(c1ccc(NC2=NC3CS(=O)(=O)CC3S2)cc1)N1CCN(c2ccccc2F)CC1 (stereo not given)	-25%	0%	-3%
O=C(NCN1C(=O)C2C3C=CC(C3)C2C1=O)Nc1ccccn1 (stereo not given)	-9%	-14%	2%
O=C(CN1C(=O)NC(c2ccccc2)(c2ccccc2)C1=O)NCc1cccs1	16%	-2%	3%
CCCCSc1nc2c(c(=O)n1CC)SC(C)C2 (stereo not given)	?	?	-6%
Cc1cc(/C=N/N2CCN(C)CC2)c(C)n1-c1ccc(Cl)cc1	-15%	?	-2%
COc1ccccc1[C@@H]1C(c2cccc(Cl)c2)=NN(c2ccc(Br)cc2)[C@H]1C(=O)N1CCOC1=O	?	?	12%&-3%
Clc1ccc2c(c1)C(C1=NCCN1)c1ccccc1CS2 (stereo not given)	5.8µM*	6.5µM*	-3%
O=C(Nc1cc([N+](=O)[O-])ccc1O)c1cccc(C(=O)Nc2cc([N+](=O)[O-])ccc2O)c1	6%	12%	-14%
CCc1c(C)nc(N2CCN(c3cccc(OC)c3)CC2)[nH]c1=O	?	?	1%
CCCCn1c(N)c(N(CC(C)C)C(=O)c2ccc3c(c2)NC(=O)C(C)S3)c(=O)[nH]c1=O (stereo not given)	-21%	6%	-1%
CNC(=O)N1c2ccccc2CCc2ccccc21	?	-23%	-7%
O=C(NC1CC1)C1CCN(Cc2cnn(-c3ccccc3)c2-n2cccc2)CC1	-3%	7%	-2%
CC(C)N(C(=O)c1ccccc1-c1ccccc1)C(C)C	18µM*	?	-7%
CCC(=O)N1CCc2cc(S(=O)(=O)NC(C(=O)NCCc3ccc(OC)c(OC)c3)C(C)C)ccc21 (stereo not given)	-4%	-5%	2%
